PfHsp40 yeast: compounds rescuing yeast from Plasmodium falciparum HSP40 toxicity. S. cerevisiae expressing PfHsp40, growth rescue, ATP luminescence. hit rate 0.68% among 340,000. AID 504582. growth rescue, % at 12.5 µM; in the data active = growth rescue above about 28%, passing the limit was not always enough;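 also: yeast W303a lacking pdr1 and pdr3 grown in galactose medium; growth measured after three days at 30 °C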
GDH-TPI inh: counter-screen for M. tuberculosis FBA inhibitors: GDH-TPI coupled enzymes; inhibition, % at 4.8 µM; GDH-TPI coupled enzyme counterscreen, NADH absorbance; hit rate 1.2% among 360,000; in the data active = inhibition above about 30%;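 also: 0% = DMSO wells and 100% = wells lacking the enzyme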
Mtb UGM inh: Mtb UDP-galactopyranose mutase inhibition. P9WIQ1. purified UGM, fluorescence polarization probe displacement. inhibition, % at 10 µM. hit rate 0.06% among 320,000; in the data active = inhibition above about 10%, passing the limit was not always enough
Target sequence (P9WIQ1 whole entry, looked up): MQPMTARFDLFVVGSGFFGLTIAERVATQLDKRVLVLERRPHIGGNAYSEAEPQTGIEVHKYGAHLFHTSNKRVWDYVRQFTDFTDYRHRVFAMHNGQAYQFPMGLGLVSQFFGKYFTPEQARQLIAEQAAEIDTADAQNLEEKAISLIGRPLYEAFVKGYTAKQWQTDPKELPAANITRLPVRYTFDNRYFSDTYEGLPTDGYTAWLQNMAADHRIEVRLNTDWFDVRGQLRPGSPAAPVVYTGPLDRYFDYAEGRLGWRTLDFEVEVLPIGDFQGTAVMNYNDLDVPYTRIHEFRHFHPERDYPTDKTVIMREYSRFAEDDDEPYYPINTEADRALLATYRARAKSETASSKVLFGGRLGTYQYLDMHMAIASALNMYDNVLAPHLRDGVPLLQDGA
BH1578 lux ind: quorum light induction in luxS cqsA deficient V. cholerae. activation, % at 18.7 µM. V. cholerae BH1578 lux reporter, luminescence, 6 h. hit rate 0.16% among 350,000; in the data active = activation mostly above about 9.7%, no sharp cut-off; also: not every result past the cut was called active; inactives centre near 0; reference of the scale not given here
FBA Mtb inh: Mtb fructose-bisphosphate aldolase inhibition | P9WQA3 | purified M. tuberculosis FBA, fluorescence read-out | inhibition, % at 1 µM | hit rate 2.3% among 360,000; in the data active = inhibition above about 27%;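 also: 0% = vehicle and 100% = reference inhibitor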
Target sequence (P9WQA3 whole entry, looked up): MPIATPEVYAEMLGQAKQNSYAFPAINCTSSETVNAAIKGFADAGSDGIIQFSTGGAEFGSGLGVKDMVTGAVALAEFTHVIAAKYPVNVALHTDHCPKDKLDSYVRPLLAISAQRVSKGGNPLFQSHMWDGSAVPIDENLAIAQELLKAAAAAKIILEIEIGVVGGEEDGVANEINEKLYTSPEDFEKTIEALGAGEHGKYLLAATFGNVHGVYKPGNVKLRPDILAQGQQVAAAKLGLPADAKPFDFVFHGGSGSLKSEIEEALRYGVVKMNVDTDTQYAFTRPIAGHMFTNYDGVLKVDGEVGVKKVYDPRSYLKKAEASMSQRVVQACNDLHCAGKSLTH
Y pestis TopoI: inhibitors of Yersinia pestis topoisomerase I; Y. pestis Topo-I cleavage product accumulation, plate reader; activity, % at 10 µM; hit rate 0.064% among 360,000; in the data active = activity above about 50%, passing the limit was not always enough; also: inactives centre near 2
FadD28 binding: inhibitors of Mycobacterium tuberculosis FadD28 bisubstrate binding; FadD28 bisubstrate probe binding, fluorescence polarization; AID 588549; hit rate 0.22% among 360,000; inhibition, % at 12.5 µM; in the data active = inhibition above about 8.5%, passing the limit was not always enough
TcdB inh: blocks C. difficile toxin B glycohydrolase activity; AID 652162; hit rate 0.24% among 350,000; inhibition, % at 9.99 µM; P18177; TcdB glycohydrolase enzymatic assay, plate reader; in the data active = inhibition above about 10%
BioA inh: BioA (M. tuberculosis) enzyme inhibition; inhibition, % at 9.99 µM; hit rate 0.096% among 360,000; purified M. tuberculosis BioA enzyme, plate reader; in the data active = inhibition above about 40%
Active calls of the source: *; i = inactive; nt = no result given. Not a hit list (roughly 4.6% active in at least one column).

A first look, 3 compounds:
item	SMILES	FBA Mtb inh	Mtb UGM inh	PfHsp40 yeast	Y pestis TopoI	BioA inh	FadD28 binding	GDH-TPI inh	BH1578 lux ind	TcdB inh
1	O=C(Nc1ccc(Oc2cccnc2)cc1)C1CCN(Cc2ccccc2)CC1	2	0.7	-3.6	8	0.4	0.0	8	-0.8	-0.5
2	Cc1ccc(N2CCN(C(=O)c3ccccc3Br)CC2)c(C)c1	1	0.2	2.4	31	-0.5	0.1	4	-0.1	nt
3	Cc1ccc(Nc2nc(N)nc(CN3CCN(Cc4ccc5c(c4)OCO5)CC3)n2)c(C)c1	-5	0.4	-0.5	3	nt	-1.3	1	i	nt

Main list (from the top)
item	SMILES	FBA Mtb inh	Mtb UGM inh	PfHsp40 yeast	Y pestis TopoI	BioA inh	FadD28 binding	GDH-TPI inh	BH1578 lux ind	TcdB inh
1	O=C(Nc1ccc(Oc2cccnc2)cc1)C1CCN(Cc2ccccc2)CC1	2	0.7	-3.6	8	0.4	0.0	8	-0.8	-0.5
2	Cc1ccc(N2CCN(C(=O)c3ccccc3Br)CC2)c(C)c1	1	0.2	2.4	31	-0.5	0.1	4	-0.1	nt
3	Cc1ccc(Nc2nc(N)nc(CN3CCN(Cc4ccc5c(c4)OCO5)CC3)n2)c(C)c1	-5	0.4	-0.5	3	nt	-1.3	1	i	nt
4	COc1cccc(CNC(=O)CCCSc2ccccc2)c1	5	2.3	-0.3	9	-2.2	-1.2	-4	-0.3	1.3
5	O=C(COC(=O)[C@H](Cc1ccccc1)NC(=O)c1ccco1)Nc1ccccc1OC(F)F	-2	-3.3	17	21	1.2	-0.6	3	i	1.2
6	O=S1(=O)[C@H]2C[C@@H]3CC[C@]2(CN1Cc1cccc(F)c1)O3	1	-0.7	0.0	1	-1.9	-0.8	-1	-1.0	-0.6
7	Cc1cc(Cl)cc(C)c1OCCCCn1ccnc1	-3	1.3	0.8	24	0.4	-5.4	-1	i	nt
8	O=C1/C(=C/c2ccccc2Cl)SC(=S)N1CCC(=O)N1CCCCC1CCO (stereo unspecified)	-3	-4.3	-1.1	29	-0.3	-1.8	18	-0.7	1.1
9	COc1cccc2cc(C(=O)NC(C)c3ccccc3)c(=O)oc12 (stereo unspecified)	1	4.8	-0.4	-7	-1.8	-0.6	2	-0.3	1.0
10	CCN(CC)c1ccc(NS(=O)(=O)c2ccc(OC)cc2)cc1	-2	1.1	4.2	-2	nt	-4.4	-14	-0.3	-5.5
11	CN(CCc1ccccc1)C1CCCN(C(=O)Cn2cccn2)C1 (stereo unspecified)	3	0.7	-0.6	1	0.5	-0.9	16	-0.2	1.8
12	O=C(NC(c1ccc(F)cc1)c1ccc2ccccc2n1)C1CCN(CCOc2ccc(Cl)cc2Cl)CC1 (stereo unspecified)	2	nt	nt	37	-1.3	-1.2	-3	-0.9	1.3
13	Cc1ccc(S(=O)(=O)NCC(=O)OCc2cc(=O)oc3cc(C)ccc23)cc1	3	-1.6	-0.8	15	-1.7	-1.1	13	-0.7	0.9
14	COc1ccc(C(=O)Nn2c(CC(C)C)nc3cc(OC)c(OC)cc3c2=O)c(OC)c1	-1	0.8	0.4	37	1.1	-1.9	4	-0.7	2.4
15	O=C1C(Cc2ccccc2)Nc2ncnc(N3CCc4ccccc4C3)c2N1Cc1ccc(Cl)cc1 (stereo unspecified)	1	0.6	38*	11	-1.7	-5.2	11	i	nt
16	CCc1ccc2[nH]c(=O)c(-c3ccccc3)c(O)c2c1	5	0.6	-1.7	-19	-1.4	-2.9	13	-0.6	0.3
17	COc1ccc(S(=O)(=O)NC2CC(C)(C)NC(C)(C)C2)c2ccccc12	2	2.1	-3.6	-6	-2.3	-2.0	11	-1.5	0.9
18	CC(C)(C)c1ccc(C(=O)Nc2ccc(CC(=O)O)cc2)o1	1	-1.0	0.1	4	-3.2	-2.6	0	-0.2	nt
19	COC(=O)CNC(=O)COC(=O)c1ccc(Cl)nc1	-1	2.1	-1.2	3	-1.9	-1.8	1	-0.3	1.5
20	O=C(NCCc1ccccc1)C1CCCN(C(=O)Nc2ccc(F)cc2)C1 (stereo unspecified)	1	-1.1	0.3	8	0.1	nt	-1	0.0	1.9

Whole records from above. Order of values: FBA Mtb inh, Mtb UGM inh, PfHsp40 yeast, Y pestis TopoI, BioA inh, FadD28 binding, GDH-TPI inh, BH1578 lux ind, TcdB inh
COc1cccc2cc(C(=O)NC(C)c3ccccc3)c(=O)oc12 (stereo unspecified) reads 1, 4.8, -0.4, -7, -1.8, -0.6, 2, -0.3, 1.0
Cc1ccc(S(=O)(=O)NCC(=O)OCc2cc(=O)oc3cc(C)ccc23)cc1 reads 3, -1.6, -0.8, 15, -1.7, -1.1, 13, -0.7, 0.9

Next structures
item	SMILES	FBA Mtb inh	Mtb UGM inh	PfHsp40 yeast	Y pestis TopoI	BioA inh	FadD28 binding	GDH-TPI inh	BH1578 lux ind	TcdB inh
21	Cc1cc(Br)cn2c(CC(C)(C)C)c(C3CCCCC3)nc12	2	nt	nt	nt	-3.5	-1.9	nt	nt	1.1
22	CC(=O)OCCN1C(=O)c2ccc(-c3nc4ccccc4c(=O)o3)cc2C1=O	3	0.1	-0.1	3	-1.1	0.2	6	-0.3	0.4
23	Cc1ccc(N(C)S(=O)(=O)c2c(C)noc2/C=C/N(C)C)cc1	4	4.3	0.5	4	-1.2	-1.0	34*	-0.2	1.8
24	Nc1nc(NCc2ccccc2)n(-c2ccccc2)n1	4	-0.9	0.1	1	0.3	-0.7	3	-6.7	-0.7
25	COc1ccc(CNCc2cn(-c3cccc(F)c3)nc2-c2ccc(C)o2)cc1	5	-3.6	-0.8	-2	nt	-2.1	6	0.5	0.5
26	O=C(CN(c1cccc(C(F)(F)F)c1)S(=O)(=O)c1ccccc1)N1CCOCC1	4	4.6	0.4	1	0.7	0.6	0	i	nt
27	Cc1ccc(C2(C(F)(F)F)NC(=O)N3N=C4CCCCCN4C3=C2C#N)cc1 (stereo unspecified)	1	2.7	0.9	-3	nt	-1.2	-2	-0.2	0.2
28	Cc1nc2c(sc3nc4c(cc32)COC(C)(C)C4)c(=O)n1CC(=O)NCc1ccco1	8	-2.3	1.9	-7	-0.1	-0.6	-3	-0.4	0.4
29	O=C(N/N=C/c1ccc(OC(=O)c2cccc(Br)c2)cc1)c1cccnc1	-1	1.6	-0.5	7	-1.8	-2.7	8	-0.3	2.3
30	CC(C)CC(C(=O)OCC(=O)N1CCN(c2ccccc2)CC1)N1C(=O)c2ccccc2C1=O (stereo unspecified)	-2	nt	1.1	24	-4.6	-2.3	0	-1.3	0.8
31	COc1cc(N2C(=O)NC3CC2(C)Oc2ccccc23)cc(OC)c1OC (stereo unspecified)	0	-2.3	-2.1	-3	0.0	-2.8	4	i	nt
32	O=C(C1CCC(CNc2c(N3CCCCC3)c(=O)c2=O)CC1)N1CCc2ccccc2C1 (stereo unspecified)	4	nt	0.6	12	0.9	0.5	8	-0.4	-0.5
33	COc1ccc(N(C(=O)Cn2nnc3ccccc32)C(C(=O)NC(C)(C)C)c2ccc(OC)c(O)c2)cc1 (stereo unspecified)	5	-1.0	-0.3	15	0.5	-0.7	4	-0.1	6.7
34	CCNC(=O)Cn1c(=O)c2c(ncn2Cc2ccccc2)n(Cc2ccccc2)c1=O	1	nt	-0.7	5	-2.2	0.6	17	-0.4	-0.1
35	O=C(COc1ccc(F)cc1)N1CCC(c2ccccc2)C1 (stereo unspecified)	-9	-1.9	-0.8	9	3.5	-2.2	3	3.2	nt
36	CC(C)CCN1CCN(Cc2ccsc2)CC1CCO (stereo unspecified)	5	-2.9	0.2	-3	nt	0.0	-4	0.3	0.3
37	CCc1ccc(/C=C/c2c([N+](=O)[O-])c(=O)n(C)c(=O)n2C)cc1	-1	-0.1	-0.3	6	1.1	-13	22	i	-2.5
38	CSc1nc(NC(C)C)nc(NC(C)C)n1	0	nt	-2.0	5	nt	-1.2	8	4.5	0.2
39	O=C(Nc1nnc(-c2ccco2)o1)c1ccc(S(=O)(=O)N2CCCCC2)cc1	3	nt	nt	-9	0.1	-1.3	28	-0.3	-7.1
40	Cn1/c(=N/N=C/c2ccc(Cl)c([N+](=O)[O-])c2)sc2ccccc21	1	-0.4	-0.7	1	-2.9	-0.4	1	i	nt

Following part:
item	SMILES	FBA Mtb inh	Mtb UGM inh	PfHsp40 yeast	Y pestis TopoI	BioA inh	FadD28 binding	GDH-TPI inh	BH1578 lux ind	TcdB inh
41	CCCn1c(C2CCCN2c2nc(C)cs2)nc2cc(Cl)c(Cl)cc21 (stereo unspecified)	7	0.1	0.5	-5	3.3	-2.9	10	-2.1	0.0
42	O=C1Nc2ccccc2CCc2ccccc21	-2	-0.8	0.5	4	-1.7	-4.0	3	i	1.7
43	Cc1csc(NC(=O)C2C3C=CC(O3)C2C(=O)O)n1 (stereo unspecified)	-2	3.4	-0.6	5	-1.3	0.2	7	i	nt
44	CCCCn1c(N)c(N(CCC(C)C)C(=O)COC(=O)c2cccnc2Cl)c(=O)[nH]c1=O	3	0.3	0.5	-4	-0.6	nt	7	-0.6	1.7
45	CCCc1cc(=O)oc2cc3occ(C)c3cc12	15	0.2	-1.1	-3	1.1	-1.1	3	i	nt
46	CCOc1ccc(CCNC(=O)COC(=O)c2cccnc2OCC)cc1OCC	3	3.7	-0.4	4	nt	-1.3	9	-0.9	nt
47	COc1cc(C(=O)NC(C)CCc2ccccc2)cc(OC)c1OC (stereo unspecified)	0	-0.9	-1.8	8	-1.4	-0.4	10	i	0.6
48	CCOCCCN(C(=O)Cn1nnc(-c2ccc(C)o2)n1)C(C(=O)NCC1CCCO1)c1ccc(F)cc1 (stereo unspecified)	-1	3.9	-0.8	7	nt	-3.9	-5	-0.6	0.3
49	COc1ccccc1C(=O)N/N=C(\C)CC(=O)Nc1ccccc1NC(C)=O	-1	0.5	-3.1	11	1.2	0.6	3	i	-0.9
50	Cc1sc2ncn(CC(=O)NCC3COc4ccccc4O3)c(=O)c2c1S(=O)(=O)N1CCOCC1 (stereo unspecified)	1	0.8	0.2	2	nt	-2.9	-2	-0.5	-0.2
51	O=C(NCc1ccccn1)c1n[nH]c2ccccc12	8	1.6	-1.0	3	1.0	2.1	13	1.3	nt
